Assay outcomes: PubChem, Fisher Drug Discovery Resource Center
mcGAS inh = inhibitors of mouse cGAS; inhibition, % at 12.5 µM; recombinant cGAS, Kinase-Glo ATP depletion luminescence; 160,000 compounds, 0.15% hits; AID 1259399;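 note: 0% = negative control wells and 100% = reference inhibitor with no enzyme activity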
hcGAS inh = human cGAS inhibition. AID 1259398. recombinant h-cGAS, ATP depletion, Kinase-Glo luminescence. 290,000 compounds, 0.081% hits. inhibition, % at 12.5 µM. Q8N884;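 note: 0% = vehicle reaction and 100% = reaction without DNA for no activity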
Target sequence (Q8N884 whole entry, looked up): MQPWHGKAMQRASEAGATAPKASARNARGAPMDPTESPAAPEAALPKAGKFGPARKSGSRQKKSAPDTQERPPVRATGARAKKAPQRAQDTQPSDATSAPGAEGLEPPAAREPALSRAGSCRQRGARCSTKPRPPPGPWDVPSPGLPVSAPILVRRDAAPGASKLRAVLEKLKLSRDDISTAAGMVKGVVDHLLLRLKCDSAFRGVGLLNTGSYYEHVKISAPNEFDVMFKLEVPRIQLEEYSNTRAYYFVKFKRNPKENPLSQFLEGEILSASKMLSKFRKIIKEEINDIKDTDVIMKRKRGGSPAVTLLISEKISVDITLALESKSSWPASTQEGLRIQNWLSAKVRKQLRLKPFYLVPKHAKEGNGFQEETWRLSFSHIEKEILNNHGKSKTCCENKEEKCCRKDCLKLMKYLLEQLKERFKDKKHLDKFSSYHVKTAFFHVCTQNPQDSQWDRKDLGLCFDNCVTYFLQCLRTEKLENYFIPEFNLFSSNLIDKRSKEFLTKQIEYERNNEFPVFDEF
NPYLR7 ag = activates Aedes aegypti NPYLR7 receptor. HEK293T NPYLR7/Galpha15, GCaMP6s calcium fluorescence. activation, % at 10 µM. 270,000 compounds, 0.15% hits. AID 1259423; in the data active = activation above about 40%;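 note: 0% = vehicle and 100% = reference agonist at the receptor; some compounds past the cut are filed as inactive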
Starred values were filed as active, the others as inactive; . = not tested or not shown; & = joins results of further samples. Cut-off read from the data, not from the text of the source, unless noted: active = inhibition above about 40%; inactive = the rest.

molecule,mcGAS inh,hcGAS inh,NPYLR7 ag
N#Cc1ccccc1C(=O)N1CCOC(COc2cccc(C(F)(F)F)c2)C1 (configuration not stated),1,-3,-3
COc1cc(CSc2ncc(CO)n2Cc2ccc(F)cc2)cc(OC)c1,-8,-8,8
CC(C)(C)Nc1c(-c2ccccc2)nc2ccc(Br)cn12,-8,-6,-5
O=C(COc1ccc(Cl)cc1)NCC(c1ccco1)N1CCc2ccccc21 (configuration not stated),.,-1,8
CC(C)c1nnc2sc(C3CCCN(C4CCCC4)C3)nn12 (configuration not stated),.,-2,-4
CCOC(=O)[C@H]1C[C@@H]2O[C@H]1[C@H]1CN(C(=O)Nc3ccccc3)C[C@H]1[C@@H]2O,-3,-11,9
Cc1nc2ccccc2nc1NCCSCCCO,.,-10,9
CCOCN(C(=O)Cn1c(COC)nc2ccccc21)c1c(C)cccc1CC,-3,-9,1
O=C(Cc1c(F)cccc1Cl)Nc1nc2c(s1)CCCC2,.,-3,-6
O=C(CN(Cc1ccccc1)C(=O)CSc1ccccc1)Nc1cc(-c2ccccc2)nn1-c1ccc(F)cc1,-5,-10,-2
COc1ccccc1NC(=O)Cn1nc(-c2cccs2)oc1=O,.,-3,3
O=C(c1cn[nH]n1)N1CCN(C(=O)N(c2ccccc2)c2ccccc2)CC1,.,-5,-1
OCC#Cc1csc(CN2CCN(c3nccc4ccccc34)CC2)c1,.,-5,7
CC(=O)Nc1cc(C)nn1-c1nc2c(c(=O)[nH]1)CCC2,-7,-5,12
CCCCCCCC(=O)Nc1c(-c2ccc(OC)c(OC)c2)nc2cc(C)ccn12,0,3,-5
CN(C)S(=O)(=O)CCNC(=O)CC1C=CCC1 (configuration not stated),-16,-4,.
Cc1ccc2ncc(C(=O)NC(C)(C)C)c(=O)n2c1,-8,-7,2
O=C(Nc1ccc2[nH]cc(CCN3CCN(c4cccc(C(F)(F)F)c4)CC3)c2c1)c1cncc(Br)c1,-5,5,8
CC(C)OCCCNC(CC(=O)Nc1ccccc1Cl)C(=O)O (configuration not stated),-5,2,-6
O=C(Nc1cccc(Cl)c1Cl)c1cc2nc(-c3ccc([N+](=O)[O-])cc3)cc(C(F)(F)F)n2n1,-4,-3,7
COc1ccc(Cc2nc3ccc(C(=O)N4CCN(C5CCCC5)CC4)cc3o2)cc1,.,-11,3
O=C(CN1CC(O)C(N2CCCC2)C1)N(CCc1ccccc1)Cc1cccs1 (configuration not stated),.,-9,9
O=C(c1cc2nc(-c3ccc(Cl)c(Cl)c3)cc(C(F)(F)F)n2n1)N1CCCCC1,-2,-1,6
O=C(O)CSc1nnc(CCc2ccccc2O)n1-c1ccccc1,-15,-3,2
Cc1nnc(-c2ccccc2-c2ccc(O)cc2)s1,.,-5,5
Cc1cccc(NC(=O)CNCC2(c3ccccc3)CCOCC2)c1C,.,-1,0
Fc1cc(F)c2c(c1)CCCN2Cc1nc(-c2ccco2)no1,.,-10,7
CCCn1cc(NC(=O)c2cc3ccccc3cc2O)ccc1=O,.,5,-28
O=C1OC(/C=C/c2cccc(Cl)c2Cl)=NC/1=C\c1ccco1,.,-3,-3
Cc1cccc(C(=O)NCc2n[nH]c(=S)n2-c2cccc(C(F)(F)F)c2)c1,-7,-6,5
O=C(CN1CCOCC1)NCc1ccc(-c2ccc(Cl)cc2)o1,.,-15,2
Cc1nc2scc(C)n2c1CNCCc1ccsc1,.,4,3
Cc1ccnc(CC(C)N(C)C(=O)c2cccnc2C)c1 (configuration not stated),-11,-7,4
Cc1nn(-c2ccc(N3CCN(C(=O)CCc4ccccc4)CC3)nn2)c(C)c1C,-10,-7,-3
O=S(=O)(NCc1cn2ccsc2n1)c1ccc(Cl)cc1,.,-2,-8
COc1ccc(N2CCN(c3ncnc4c3cnn4CCNC(=O)CC3CCCC3)CC2)cc1,-7,-9,-2
CCOc1ccc(CN(C)CC(O)COCC2CCCO2)cc1 (configuration not stated),.,2,3
CCCc1nc(N2CCN(S(=O)(=O)c3ccc(OC)cc3)CC2)c2c(C)nn(-c3ccccc3)c2n1,-3,-5,1
Cc1c(C(=O)NCc2ccc([N+](=O)[O-])cc2)sc(=O)n1Cc1ccc(F)cc1,.,-4,-6
CCOC(=O)c1nn(C)c(C)c1Cl,.,-1,11
O=C(Nc1ccnn1C1CCN(CCCn2cccn2)CC1)c1ccccc1Cl,0,-3,-3
Cc1cc(NC(=O)Cn2nc(C)c([N+](=O)[O-])c2C)n(C)n1,-7,-4,-4
Cc1nn(Cc2cccc(Cl)c2)cc1C(=O)NC1(C#N)CC1,.,0&-6,-24&2
CCOC(=O)C1CCCN(C(=O)c2c(CC(C)C)nn(-c3ccc(Cl)cc3)c2CC)C1 (configuration not stated),0,1,-1
CCOc1ncccc1CN1CCCC(C(=O)NCCc2ccccn2)C1 (configuration not stated),.,-3,-8
CC(NC(=O)c1cc(-c2ccccc2F)nc2cc(-c3ccccc3)nn12)c1ccccc1 (configuration not stated),-10,-2,5
COc1ccc(OC)c(-c2nc3cc(C)cc(C)n3c2NC2CCCCC2)c1,-2,-6,.
COc1ccccc1N1CCN(C(=O)c2csc(CSc3nnc(-c4cccs4)n3-c3cccc(C)c3)n2)CC1,1,-3,-13
Cc1cc2cc(CNC(=O)C3CC3)ccc2n1C,-7,-8,3
CCOC(=O)c1ccccc1NC(=O)CSc1c(C)cnc2c1c(=O)n(C)c(=O)n2C,-7,-4,6

The listing continues.
molecule,mcGAS inh,hcGAS inh,NPYLR7 ag
CC(=O)Nc1cccc(C(=O)N2CCN(Cc3cccc(-c4noc(-c5ccco5)n4)c3)CC2)c1,-6,-4,-8
CC(=O)Nc1c(C)nc2c(C)cccn2c1=O,.,-13,5
CCCCN1CNc2c(C(=O)OCC)sc3nc(SC)nc1c23,.,1,-4
O=C1N=c2ccccc2=C1c1sc(=S)n(NC(=O)c2ccccc2[N+](=O)[O-])c1O,-7,-6,12
O=C(c1ccc(-c2cccc3c2OCC3)nc1)N1CCCN(c2ncccn2)CC1,-17,-7,18
Cc1ccc(NC(=O)c2c(O)c3ccccc3n(C)c2=O)nc1,-6,-8,2
O=C(NC1CC1)c1ccc(CSc2nc(N3CCOCC3)cc(C(F)(F)F)n2)cc1,-7,-2,6
O=C(CCc1ccsc1)Nc1nnc(C2CC2)s1,-7,-9,1
Cc1nn(C)c(C)c1NS(=O)(=O)c1ccc(Br)cc1Cl,-2,-1,3
O=C1Cc2cc(S(=O)(=O)N3CCCC3c3nc4ccccc4s3)ccc2N1 (configuration not stated),-16,-8,-3
CC1(C(=O)Nc2ccc(Cl)c(Cl)c2)CCN1C(=O)C1CCCCC1 (configuration not stated),.,-13,3
CC(C)Cc1nc(N2CCN(C(=O)Cc3cccs3)CC2)c2c(-c3cccc(C(F)(F)F)c3)noc2n1,-4,-4,18
O=C(NCc1nnnn1-c1ccc(Cl)cc1)c1ccccc1S(=O)(=O)C(F)F,-7,-4,0
c1cc(-c2nccn2CCCn2ccnc2)ccn1,-14,-4,5
O=c1[nH]nc(SCc2cccc(F)c2)n2nc(-c3ccc(F)cc3)cc12,-4,-1,-1
Cc1ccc(OCCN(C)Cc2nccn2C)c(C)c1,-12,-4,8
CCOC(=O)CNc1c(C(C)c2ccccc2)nc2ccc(Br)cn12 (configuration not stated),-7,-2,1
Cc1cc(F)ccc1Oc1cc(N2CCC(C)CC2)ncn1,-6,-3,-9
Cc1ccc(C(=O)CSc2nccn(-c3ccc(Cl)cc3)c2=O)c(C)c1,-9,-6,20
Cc1ccc(-n2c(C)cn3c4c(=O)n(CCN5CCOCC5)c(=O)n(C)c4nc23)c(C)c1,.,5,1
C=CCN(CC(=O)N(Cc1ccccc1)Cc1ccc(C)s1)C(=O)Nc1cccc(Br)c1,-4,-7,5
Cc1ccc(S(=O)(=O)c2cnc(SCC(=O)Nc3ccccc3)[nH]c2=O)cc1C,-3,-7,-8
CN(Cc1ccc(O)cc1)C(=O)c1cccc(OC(F)F)c1,.,1,1
Cc1cc(Cl)ccc1-n1c(C(C)N(CC(C)C)C(=O)c2ccc(Br)cc2)nc2ccccc2c1=O (configuration not stated),-5,1,16
CC(C)NC(=O)NCCc1ccc(NC(=O)c2cc(F)ccc2C(F)(F)F)cc1,-5,-2,-9
O=C1OCCN1CCOc1cccc(F)c1F,-11,-5,-3
Cc1noc(CNC2(c3cccc(Br)c3)CCOCC2)n1,.,-9,-2
COc1ccc2c3c([nH]c2c1)[C@H]1C[C@H]2[C@H](C[C@@H](O)[C@H](OC)[C@H]2C(=O)O)CN1CC3,.,-8,11
CC1(C)C(c2ccc(Br)cc2)=[N+]([O-])C2(CCCCC2=O)N1O (configuration not stated),.,1,-15
COC(=O)c1nnn(-c2nonc2N)c1CN1CCCC1,-5,-2,9
O=C1Nc2ccccc2Oc2ccc(NS(=O)(=O)c3cccs3)cc21,.,-7,8
NC(=O)c1cc(=NCC2CCCO2)ccn1C(=O)c1ccc(-n2cccc2)cc1 (configuration not stated),.,23,-2
CCC(C)(CC(=O)O)CC(=O)N1CCC2(CC1)OCc1cc(-c3cc(OC)c(OC)c(OC)c3)ccc1O2 (configuration not stated),-4,-3,5
Cc1cccc(CSc2[nH]c(=O)ncc2C)c1,-7,-3,0
COc1ccc(OC)c(S(=O)(=O)Nc2ccccc2C(=O)NCc2cccc(Cl)c2)c1,-3,0,1
O=C(CNC(=O)c1ccccc1)N=Nc1c(O)n(Cc2ccc3c(c2)OCO3)c2ccccc12,-7,-3,-1
CCNc1nnc(SCc2nc3ccccc3o2)s1,-15,-5,0
O=C(c1ccc(-c2cccc3ccnn23)nc1)N1CCCCC1CCn1cccn1 (configuration not stated),-18,7&-9,-1&19
Cc1ccc(C(=O)N[C@@H]2c3ccccc3C[C@@H]2O)cc1N1CCNC1=O,-9,-5,0
CCC(=O)N1CCCC1(C)C(=O)Nc1ccc(OC(F)F)cc1 (configuration not stated),-7,-19,5
Cc1cccnc1NC(=O)c1ccc2c(c1)S(=O)(=O)N(C(C)C)C2=O,.,-8,-1
COc1ccc(CC(=O)Nc2cc(-c3cccs3)nn2-c2nc(C)c(C)c(=O)[nH]2)cc1,.,1,3
Cc1nccc(-c2ccccc2)c1C(=O)N1CCC2(CCCO2)CC1,-14,-5,7
CC(NC(=O)c1cc(NC(=O)Nc2ccc(F)cc2F)ccc1N1CCCC1)c1ccccc1 (configuration not stated),-3,0,6
CC(C)C(C)N(Cc1ccco1)C(=O)CC1CCOCC1 (configuration not stated),-12,-4,.
OCC1(Cc2ccccc2)CCCN(Cc2ccc(-c3ccco3)cc2)C1 (configuration not stated),2,4,-9
OCCN1CCN(CC(O)COc2ccc(Cl)cc2)CC1 (configuration not stated),-4,-2,1
COc1c(C)cc(C(=O)C2CCCN(C(=O)c3ccncc3)C2)cc1C (configuration not stated),.,2,4
O=C(CCCn1nnnc1CN1CCOCC1)N1CCC(c2ccc(F)cc2)C1 (configuration not stated),.,-4,2
O=C(CCc1cccnc1)N1CCOC(Cc2ccccc2)C1 (configuration not stated),1,2,-10

Compound profiles, from the list above:
COc1c(C)cc(C(=O)C2CCCN(C(=O)c3ccncc3)C2)cc1C (configuration not stated) is entered as mcGAS inh = .; hcGAS inh = 2; NPYLR7 ag = 4
Cc1noc(CNC2(c3cccc(Br)c3)CCOCC2)n1 is entered as mcGAS inh = .; hcGAS inh = -9; NPYLR7 ag = -2
OCCN1CCN(CC(O)COc2ccc(Cl)cc2)CC1 (configuration not stated) is entered as mcGAS inh = -4; hcGAS inh = -2; NPYLR7 ag = 1

(further entries)
molecule,mcGAS inh,hcGAS inh,NPYLR7 ag
Cc1ccccc1C(=O)N1N=C(c2ccc(Br)cc2)CC1c1nc2ccccc2[nH]1 (configuration not stated),1,4,-7
Cc1ccc[n+](-c2nc3ccccc3nc2C(C#N)C#N)c1,.,-4,9
Cc1c(C(=O)NCc2ccc(C#N)cc2)sc(=O)n1Cc1ccccc1F,.,-5,21
Cc1nn2c(ncc3c(=O)n(-c4ccc5c(c4)OCCO5)ccc32)c1-c1ccccc1,.,-6,22
O=C1NCC2(CCCN(C(=O)c3cc(-c4ccccc4)on3)CC2)O1 (configuration not stated),.,1,5
COCCN1CCC(CN2CCN(c3ncc(C)c(N)n3)CC2)CC1,-18,3,4
Cc1ccc(S(=O)(=O)Nc2ccccc2C(=O)Nc2nc(-c3cccs3)cs2)cc1,-6,-2,-4
CCCc1cnc(C)nc1N1CCC2(CCC(=O)N(C)CC2)CC1,.,-6,7
CCCCN(C)c1c(C)nc2ccc(C(=O)NCc3ccc4c(c3)OCO4)cn12,-2,-2,0
COc1cc2c(cc1OC)C(CNC(=O)c1ccccc1)N(C(=O)Nc1cccc(F)c1)CC2 (configuration not stated),-5,1,9
COc1ccc(OC)c(S(=O)(=O)N2CCCC2)c1,.,-6,6
Cc1cccn2cc(COC(=O)c3n[nH]c(=O)c4ccccc34)nc12,-16,-9,17
c1ccc(-c2nnc(CN(Cc3cccs3)C3CC3)o2)cc1,-14,-6,17
